# High-throughput results from PubChem BioAssay.
# A549 viability = Nrf2 qHTS screen for inhibitors: counterscreen for cytotoxicity | A549 ARE-Fluc cells, CellTiter-Fluor viability, 18-24 h | Potency, µM (series often up to 46 µM), inactives show at the highest dose activity change, negative = cytotoxicity, most hits filed as inhibitors | 390,000 tested, 0.16% active | AID 504648, 2011; also: % is scaled to controls: 0 for no effect and ±100 for the full control effect
#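 A549 ARE_Fluc cells in 5% FBS OPTI-MEM were exposed to compounds in concentration-response for 18-24 h at 37 deg C. Viability was read by CellTiter-Fluor fluorescence (Ex 405/Em 525) after 30 min, before the luciferase read.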
# TGFb inhibitor = qHTS for Inhibitors of TGF-b | HepG2 CAGA-GFP TGF-b/SMAD3 reporter, GFP fluorescence, 18 h; TGF-beta stimulated, 500 pg/mL final | Potency, µM (top dose mostly 46.1 µM), for inactives: at the top dose activity, negative = inhibition, actives largely listed as inhibitors | AID 588855, 2011 | 410,000 tested, 1.2% active; also: % is scaled to controls: 0 for no effect and ±100 for the full control effect; nearly all actives have a fitted effect of over 65% in size
#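 Inhibition of TGF-beta-driven CAGA-GFP reporter expression in HEPG2 cells is measured by cellular GFP fluorescence after 18 h stimulation with 500 pg/mL recombinant TGF-beta in 1% FBS medium at 37 degrees C.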
# ATXN2 expr inh = Primary qHTS for Inhibitors of ATXN expression. AID 1745845, 2022. Potency, µM (titrated, usually from 57 µM), without a hit: at the top dose activity change, negative = inhibition, actives largely listed as inhibitors. 360,000 tested, 0.72% active. HEK-293 ATXN2-luciferase reporter, luminescence, 24 h; also: % is scaled to controls: 0 for no effect and ±100 for the full control effect; nearly all actives have a fitted effect of over 55% in size
#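 qHTS (up to 57 uM final) was run with 24 h compound exposure of reporter cells at 37 °C. Each well was multiplexed: SteadyGlo luminescence measured ATXN2-luciferase expression after a fluorogenic Gly-Phe-AFC viability readout (25 uM final).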
# MCF10A rerep = A quantitative high throughput screen for small molecules that induce DNA re-replication in MCF 10a normal breast cells; MCF 10A DNA re-replication, Hoechst nuclear intensity, 48 h; Potency, µM (titrated, usually from 46.1 µM), without a hit: at the highest dose activity, positive = re-replication, hits mostly activators; 350,000 tested, 2.9% active; also: % of control where 0% means no effect; nearly all actives have a fitted effect of over 50% in size
# HepG2 viability = qHTS for Inhibitors of TGF-b: Cytotox Counterscreen. 410,000 tested, 0.76% active. Potency, µM (top dose mostly 46.1 µM), for the others: at the highest dose activity change, negative = cytotoxicity, most hits filed as cytotoxic. HepG2 CAGA-GFP viability, ATP luminescence, 18 h; also: some results filed as inactive show a strong effect at the top dose
#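 HepG2 CAGA-GFP cells (1000/well, DMEM with 1% FBS) received compound, then TGF-beta at 500 pg/mL final, and were incubated 18 hours at 37 degrees C. Viability was read by CellTiter-Glo luminescence. Media-only wells were set as complete cell-killing and DMSO as no toxicity.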
# EPAC2 antagonist = qHTS for Antagonist of cAMP-regulated guanine nucleotide exchange factor 2 (EPAC2): primary screen | Rap guanine nucleotide exchange factor 4 (Homo sapiens), Q8WZA2 | EPAC2 GEF exchange of Rap1B-BODIPY-GDP, fluorescence | Potency, µM (series often up to 114 µM), inactives show at the highest dose activity, negative = inhibition, usual class: inhibitors | 360,000 tested, 0.18% active | AID 720708, 2013; also: % is scaled to controls: 0 for no effect and ±100 for the full control effect; nearly all actives have a fitted effect of over 45% in size; many of its hits are not listed in these tables
# Target sequence (Q8WZA2 whole entry, looked up): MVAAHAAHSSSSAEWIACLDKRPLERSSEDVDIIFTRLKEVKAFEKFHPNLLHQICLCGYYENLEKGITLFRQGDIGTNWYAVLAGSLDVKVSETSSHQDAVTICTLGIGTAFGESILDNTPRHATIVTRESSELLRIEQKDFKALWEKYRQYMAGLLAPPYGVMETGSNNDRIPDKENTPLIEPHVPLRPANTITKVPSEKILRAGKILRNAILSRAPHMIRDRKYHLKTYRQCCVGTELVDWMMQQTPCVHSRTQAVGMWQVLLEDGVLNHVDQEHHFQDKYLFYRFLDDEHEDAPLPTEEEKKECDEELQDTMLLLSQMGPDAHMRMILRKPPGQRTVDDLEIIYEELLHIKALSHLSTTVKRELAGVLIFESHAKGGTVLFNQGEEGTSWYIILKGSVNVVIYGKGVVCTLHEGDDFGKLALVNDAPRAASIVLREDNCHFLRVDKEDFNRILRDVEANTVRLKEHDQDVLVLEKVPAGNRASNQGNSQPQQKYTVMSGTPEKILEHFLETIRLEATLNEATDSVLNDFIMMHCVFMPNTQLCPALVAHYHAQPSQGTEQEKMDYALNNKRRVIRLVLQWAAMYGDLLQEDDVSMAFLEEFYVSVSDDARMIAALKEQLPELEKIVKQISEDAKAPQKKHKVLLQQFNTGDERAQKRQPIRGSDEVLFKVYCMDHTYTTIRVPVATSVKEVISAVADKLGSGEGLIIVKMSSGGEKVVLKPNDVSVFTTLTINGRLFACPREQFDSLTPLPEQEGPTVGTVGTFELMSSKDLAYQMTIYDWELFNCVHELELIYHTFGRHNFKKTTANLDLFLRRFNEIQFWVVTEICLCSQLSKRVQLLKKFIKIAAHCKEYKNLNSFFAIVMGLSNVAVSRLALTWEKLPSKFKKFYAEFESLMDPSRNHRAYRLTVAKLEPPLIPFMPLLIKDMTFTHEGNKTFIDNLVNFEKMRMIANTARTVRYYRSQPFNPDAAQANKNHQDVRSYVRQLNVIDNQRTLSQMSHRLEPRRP
# Nrf2 inh = Nrf2 qHTS screen for inhibitors | Potency, µM (titrated, usually from 46 µM), for the others: top-dose activity change, negative = inhibition, usual class: inhibitors | A549 ARE-Fluc reporter, luciferase luminescence, 18-24 h | AID 504444, 2011 | 360,000 tested, 2.1% active; also: % is scaled to controls: 0 for no effect and ±100 for the full control effect; nearly all actives have a fitted effect of over 60% in size
#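 Two sequential reads on A549 ARE_Fluc cells exposed to compound for 18-24 h: a CellTiter-Fluor fluorescence read for viability, then a luciferase luminescence read for Nrf2/ARE activity.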
# Nrf2 activator = qHTS of Nrf2 Activators; AREc32 ARE-luciferase reporter (MCF7-derived line), luminescence, 24 h; AID 624171, 2012; Potency, µM (titrated, usually from 46.1 µM), without a hit: at the highest dose activation, actives largely listed as activators; 410,000 tested, 0.31% active; also: % of control where 0% means no effect; nearly all actives have a fitted effect of over 65% in size
#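 Steps: seed AREc32_Fluc cells (1000/well, 5% FBS OPTI-MEM); incubate overnight at 37 deg C; add 23 nL compound; incubate 24 hr; add Steady-Glo; hold 30 min RT; read luminescence.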
# S2 tox = Viability Counterscreen for Primary qHTS for Inhibitors of ATXN expression; S2 cells (HEK-293 line with an ATXN2-luciferase reporter) viability, CellTiter-Fluor protease fluorescence, 24 h; AID 651635, 2014; 400,000 tested, 0.49% active; Potency, µM (series often up to 56.7 µM), most hits filed as cytotoxic; also: nearly all actives have a fitted effect of over 40% in size
# * = called active by the depositor; i = inactive; ? = inconclusive; · = not tested or not shown; & = joins results of further samples; [ ] = dose if it differs, or a comment. Calls follow the shape of the dose curve; as a rule, active = well fitted curve in the direction sought with a large enough effect; inconclusive = small, poorly fitted or top-dose-only effect, or another doubt; inactive = no such curve, though single readings can be large; an effect the other way counts as inactive or inconclusive. Potency is read from the fitted curve at half-maximal effect.
entry	SMILES	ATXN2 expr inh	EPAC2 antagonist	Nrf2 inh	TGFb inhibitor	Nrf2 activator	MCF10A rerep	S2 tox	A549 viability	HepG2 viability
1	COc1cccc(-c2nc(S(=O)(=O)c3ccc(C)cc3)c(NCc3ccccc3)o2)c1	10%	·	-2%	-15%	-0.8%	·	i	4%	-8%
2	CC(C)[C@H]1C=C(C(=O)O)O[C@@H](OCc2ccc(CO)cc2)C1	1%	0%	-9%	-9%	-0.9%	2%	i	1%	-8%
3	CC(=O)N/C(=C/c1ccc(OS(=O)(=O)c2ccc(C)cc2)cc1)C(=O)NCCO	-17%	11%	-11%	0%	-0.3%	11%	?	2%	-8%
4	CCCCc1nc(Cl)c(C#N)c2c1CCC2	0%	-2%	22%	1%	0.0%	3%	i	11%	-24%
5	Cc1ccc(S[C@@H](CCN2CC[C@H](C)CCC2=O)c2ccccc2)cc1	-17%	-30%	?	?	8.7%	?	?	-5%	-16%&-72%
6	O=C(C[n+]1ccc(/C=C/c2ccccc2)cc1)c1ccc2c(c1)OCCO2	-12%	1%	4%	-17%	16%	15%	i	-8%	-32%
7	CSc1ccccc1NC(=O)c1ccc(C)o1	41%[activator]	2%	·	-6%	1.1%	-5%	i	1%	-7%
8	c1ccc(CCCCN2CCN=C2Nc2ccccc2)cc1	-20%	6%	7%	12%	-1.3%	10%	i	-3%	-6%
9	Cc1nnc2sc(SCC(=O)Nc3ccc(Cl)cc3)nn2c1=O	2%	0%	0%	0%	13%	13%	i	0%	3%
10	COc1cc(/C=N/Nc2ccc(Cl)nn2)cc(OC)c1O	4%	-7%	?	2%	19%	-4%	i	2%	3%
11	Cc1cccc(N2CCN(C(=O)c3c(C)oc4nc(C)nc(N5CCCC5)c34)CC2C)c1 (stereo not drawn)	·	·	-6%	?	-0.9%	·	·	2%	-18%
12	CC(C)CCNC(=O)COc1ccc(C(=O)c2ccccc2)cc1	-21%[11.3 µM]	-1%	-23%	-20%	2.6%	11%	i	-5%	-10%
13	CCOC(=O)C(=O)N(Nc1ccccc1C)c1ccccc1C	·	-2%[57.1 µM]	-12%	-14%	0.2%	-4%	i	-7%	-2%
14	O=C(c1cc(COc2ccc(F)cc2Cl)on1)N1CCCC(OCc2cccnc2)C1 (stereo not drawn)	21%	-3%	-15%	0%	3.6%	-4%	i	-1%	2%
15	COc1nc(C#N)nc(N(C)C)n1	-5%	18%	2%&-17%	-3%&-6%	0.0%	3%	i	0%&-8%	-46%&4%
16	Cc1onc(-c2ccccc2Cl)c1C(=O)Nc1ccccc1N1CCOCC1	-6%	-3%	-12%	-14%	3.4%	-2%	i	2%	-3%
17	COc1ccccc1C(=O)NCCn1cc(SCC(=O)NCc2ccco2)c2ccccc21	-1%	-2%	?	-18%	11%	24%	i	-11%	-17%
18	O=C(NCCCN1CCCC1=O)c1ccc(OC(F)(F)F)cc1	-11%	2%	14%	5%	-0.8%	15%	i	0%	-5%
19	O=C(Nc1ccncc1)C1CCN(S(=O)(=O)c2cccc(C(F)(F)F)c2)CC1	5%	-12%	16µM*	-17%	0.3%	?	i	-4%	-13%
20	COCCCn1cnc2c(c1=O)c1nc3ccccc3nc1n2CCc1ccccc1	-15%	7%	?	0%	-0.8%	6%	i	-17%	-2%
21	O=C(CCN1C(=O)/C(=C/c2ccccc2F)SC1=S)Nc1ccccn1	9%	-1%	-6%	?	2.6%	0%	i	-5%	-3%
22	Cc1cc(C)c(Cn2c3ccccc3c3cnn(CC(=O)NCc4ccccn4)c(=O)c32)c(C)c1	-4%&-8%	-2%	?	-15%&-12%	-0.2%&-1.2%	?	i	-14%&-14%	0%&3%
23	CCOC(=O)c1cccnc1SCC(=O)Nc1ccc(C)cc1C	·	·	·	2%	5.2%	·	·	9%	-10%
24	COc1ccc(NC(=S)N2CCCN(Cc3cc(C)ccc3C)C2)cc1	-27%	-2%	15%	-9%	0.0%	15%	i	5%	-3%
25	CC(C)CCSc1nc(N)c(C#N)cc1C#N	22%	-7%	·	-18%	11%	17%	i	?	-17%
26	O=[N+]([O-])c1ccc(NCCCNS(=O)(=O)c2ccccc2)cc1	-24%	1%	-2%	?	-0.5%	-4%	i	-11%	-5%
27	O=C(O/N=C/c1ccc(Cl)cc1)C1CCCCC1	-12%	-3%	1%	12%	-0.7%	-18%	i	-7%	-11%
28	CN1C(=O)CSC1=S	6%	3%	-4%	6%	-0.3%	-32%[inhibitor]	i	-1%	12%
29	COc1ccc(NC(=O)CCc2ccccc2)cc1S(=O)(=O)N1CCCCC1	-21%	4%	?	0%	-0.8%	5%	i	-18%	-4%
30	Cc1nn2c(=O)cc(COC(=O)c3ccccc3NC(=O)c3cccs3)nc2s1	·	·	·	-6%	3.5%	·	·	-2%	-6%
31	Cc1cc2c(n1-c1ccc(C(=O)NCCc3ccc(Cl)cc3)cc1)CCCC2	-27%	·	1%	-13%	21%	·	i	-6%	-15%
32	Cc1c(C(=O)NCc2ccc(F)cc2)sc(=O)n1Cc1ccc(Cl)c(Cl)c1	?	-7%	·	?	-0.4%	·	i	·	-24%
33	CC1CN(C(=O)COC(=O)COc2ccc(C#N)cc2)CC(C)O1 (stereo not drawn)	1%	3%	2%	1%	-0.7%	-2%	i	-2%	11%
34	O=C(OCC(=O)N1CCCC1)c1ccc(Cl)c([N+](=O)[O-])c1	-3%	2%	-5%	-3%	23%	-20%	i	-6%	-4%
35	COc1cc(OC)c(S(=O)(=O)Nc2ccc(C)cn2)cc1NC(C)=O	10%	-2%	-15%	-13%	0.2%	0%	i	0%	10µM*
36	CC(C)(Oc1cccc2ccccc12)C(=O)O	4%	2%	-14%	-16%	-0.1%	-1%	i	1%	-12%

# Exported with one line to a screen: part of the list above.
3. CC(=O)N/C(=C/c1ccc(OS(=O)(=O)c2ccc(C)cc2)cc1)C(=O)NCCO
4. CCCCc1nc(Cl)c(C#N)c2c1CCC2
5. Cc1ccc(S[C@@H](CCN2CC[C@H](C)CCC2=O)c2ccccc2)cc1
6. O=C(C[n+]1ccc(/C=C/c2ccccc2)cc1)c1ccc2c(c1)OCCO2
7. CSc1ccccc1NC(=O)c1ccc(C)o1
8. c1ccc(CCCCN2CCN=C2Nc2ccccc2)cc1
9. Cc1nnc2sc(SCC(=O)Nc3ccc(Cl)cc3)nn2c1=O
assay / compound,3,4,5,6,7,8,9
ATXN2 expr inh,-17%,0%,-17%,-12%,41%[activator],-20%,2%
EPAC2 antagonist,11%,-2%,-30%,1%,2%,6%,0%
Nrf2 inh,-11%,22%,?,4%,·,7%,0%
TGFb inhibitor,0%,1%,?,-17%,-6%,12%,0%
Nrf2 activator,-0.3%,0.0%,8.7%,16%,1.1%,-1.3%,13%
MCF10A rerep,11%,3%,?,15%,-5%,10%,13%
S2 tox,?,i,?,i,i,i,i
A549 viability,2%,11%,-5%,-8%,1%,-3%,0%
HepG2 viability,-8%,-24%,-16%&-72%,-32%,-7%,-6%,3%

# Continued.
entry	SMILES	ATXN2 expr inh	EPAC2 antagonist	Nrf2 inh	TGFb inhibitor	Nrf2 activator	MCF10A rerep	S2 tox	A549 viability	HepG2 viability
37	O=S(=O)(c1ccccc1)c1cnn2c(C(F)(F)F)cc(-c3ccc(F)cc3)nc12	-15%	-7%	-13%	-16%	-0.1%	?	i	-8%	-33%
38	Cc1cc(OCC(=O)NC2CCCCC2)ccc1Cl	49%[activator]	6%	11%	-2%	2.4%	-3%	i	12%	-21%
39	CC(C)C[C@H]1CNC(=S)N1CC1CCCN1C[C@H](CC(C)C)N1C[C@H](Cc2ccc(O)cc2)N(CC2CCCCCC2)C1=S (stereo partly drawn)	?	-12%	?	?	0.1%	6%	?	-20%	-54%
40	Cc1ccc(N2C(=O)N(CC(=O)Nc3ccc(C)c(C)c3)C(=O)C2C)cc1 (stereo not drawn)	11%	-6%	-14%	8%	0.4%	1%	i	-1%	-1%
41	CC1CCN(S(=O)(=O)c2ccc(N=NC3=C(O)CC(C)(C)CC3=O)cc2)CC1	2%	3%	14%	-8%	-1.0%	2%	i	7%	10%
42	Cc1nn2c(C)c(C(=O)N3CCN(c4ccccc4)CC3)cnc2c1-c1ccccc1	·	·	24%	-14%	3.8%	·	·	16%	-4%
43	Cc1ccc(-n2nc3c(c2NC(=O)c2cccs2)CSC3)cc1	12%	-5%	?	-17%	-0.9%	27%	i	-15%	-22%
44	CC(C)CC(=O)Nc1ccc(C(=O)Nc2cccc(O)c2)cc1	1%[11.3 µM]	-1%	6%	10%	2.0%	3%	?	-1%	-2%
45	COc1ccc(/C=N/NC(=O)c2ccoc2C)cc1O	36%	-1%	?	-13%	3.2%	3%	i	-1%	-18%
46	Cc1cccc2sc(N(Cc3cccnc3)C(=O)CCS(=O)(=O)c3ccccc3)nc12	·	·	·	11µM*	22µM*	·	·	4%	20µM*
47	Cc1ccc(C)c(NC(=O)CCC(=O)N2CCOc3ccccc32)c1	-3%	1%	11%	-6%	-0.5%	?	i	0%	-19%
48	O=S(=O)(c1ccc(Cl)cc1)N1CCN2CCCC2C1 (stereo not drawn)	·	5%	2%	27%	-0.7%	-3%	i	-3%	11%
49	COc1ccc(C(=O)Nc2c(C)cc(C)cc2C)cc1OC	-11%	-11%	5%	14%	-0.7%	-4%[9.22 µM]	i	6%	7%
50	O=C(/C=C/c1ccccc1)NC(=S)Nc1ccc2c3c(cccc13)CC2	-13%	6%	11%	0%	4.0%	?	?	-4%	13%

# The list is partial; the hit share may differ from the screen's.
